Bioassay records from PubChem BioAssay.
D2 agonist = D2 dopamine receptor (human) agonism | P14416 | HEK293 T-REx D2 cells, calcium flux agonist mode | activation, % at 2 µM | 340,000 tested, 0.53% active | AID 485358;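 active = activation over 3 SD above normal in the single-dose calcium agonist read, cut at about 30% in these data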; also: 0% is about no effect
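Agonism is scored from calcium flux in a force-coupled, inducible HEK293 cell line expressing D2, read kinetically for 180 s after compound addition against dopamine controls.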
Vif-A3F inh = inhibitors of Vif-A3F interaction; HeLa A3F-eYFP + Vif (tagged APOBEC3F with the HIV-1 protein that degrades it), YFP fluorescence increase; Potency, µM (highest dose often 46.1 µM), for the others: at the highest dose activity, negative = active; 390,000 tested, 0.2% active; AID 602313; also: potency is read from the fitted curve at half-maximal effect; % of control where 0% means no effect; nearly all actives have a fitted effect of over 65% in size
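HeLa cells stably expressing A3F-eYFP plus Vif, plated and incubated overnight at 37 deg C, then exposed to compounds overnight at 37 deg C. Blocked degradation read as raised yellow fluorescence (Ex 488/Em 500-530).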
Glioma ERSR ind = ER stress response induction in glioma; U87-MG GRP78 promoter luciferase reporter, 16 h; Potency, µM, without a hit: at the top dose activation, hits mostly activators; 420,000 tested, 0.02% active; also: potency is read from the fitted curve at half-maximal effect; series mostly up to about 76 µM; % of control where 0% means no effect; nearly all actives have a fitted effect of over 35% in size
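ERSR induction read as luciferase luminescence (Bright-Glo, 10 min at room temperature) in stably transfected human U87-MG glioma cells exposed to compounds for 16 h, using GRP78 as sensor.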
RGS4 inhibitor = human RGS4 inhibition | 390,000 tested, 0.039% active | Transcreener GDP fluorescence polarization, RGS4-accelerated GTP hydrolysis | P49798 | Potency, µM (top dose mostly 114 µM), inactives show top-dose activity change, negative = inhibition, actives largely listed as inhibitors | AID 504845; also: potency is read from the fitted curve at half-maximal effect; % is scaled to controls: 0 for no effect and ±100 for the full control effect; nearly all actives have a fitted effect of over 75% in size; some results filed as inactive show a strong effect at the top dose
Target sequence (P49798 whole entry, looked up): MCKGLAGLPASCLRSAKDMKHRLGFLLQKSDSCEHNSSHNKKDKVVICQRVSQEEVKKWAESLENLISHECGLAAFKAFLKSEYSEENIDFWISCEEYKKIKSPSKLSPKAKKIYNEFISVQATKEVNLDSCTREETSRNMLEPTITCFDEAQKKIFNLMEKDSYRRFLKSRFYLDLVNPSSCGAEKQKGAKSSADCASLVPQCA
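MLSMR compounds (23 nl, pin-transferred) preincubated 10 min at room temperature with a 500nM (2x) first reagent, then RGS4 at 900nM (2x) plus Transcreener GDP mix added; fluorescence polarization (620/688 nm) read before and after 90 min at 30 °C.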
12-LOX inh = inhibitors of human 12S-lipoxygenase ALOX12. 580,000 tested, 1.1% active. Potency, µM (top dose mostly 108 µM), for the others: at the highest dose activity change, negative = inhibition, usual class: inhibitors. purified 12hLO, xylenol orange hydroperoxide absorbance. AID 1671190; also: potency is read from the fitted curve at half-maximal effect; % is scaled to controls: 0 for no effect and ±100 for the full control effect
Target sequence (P18054 whole entry, looked up): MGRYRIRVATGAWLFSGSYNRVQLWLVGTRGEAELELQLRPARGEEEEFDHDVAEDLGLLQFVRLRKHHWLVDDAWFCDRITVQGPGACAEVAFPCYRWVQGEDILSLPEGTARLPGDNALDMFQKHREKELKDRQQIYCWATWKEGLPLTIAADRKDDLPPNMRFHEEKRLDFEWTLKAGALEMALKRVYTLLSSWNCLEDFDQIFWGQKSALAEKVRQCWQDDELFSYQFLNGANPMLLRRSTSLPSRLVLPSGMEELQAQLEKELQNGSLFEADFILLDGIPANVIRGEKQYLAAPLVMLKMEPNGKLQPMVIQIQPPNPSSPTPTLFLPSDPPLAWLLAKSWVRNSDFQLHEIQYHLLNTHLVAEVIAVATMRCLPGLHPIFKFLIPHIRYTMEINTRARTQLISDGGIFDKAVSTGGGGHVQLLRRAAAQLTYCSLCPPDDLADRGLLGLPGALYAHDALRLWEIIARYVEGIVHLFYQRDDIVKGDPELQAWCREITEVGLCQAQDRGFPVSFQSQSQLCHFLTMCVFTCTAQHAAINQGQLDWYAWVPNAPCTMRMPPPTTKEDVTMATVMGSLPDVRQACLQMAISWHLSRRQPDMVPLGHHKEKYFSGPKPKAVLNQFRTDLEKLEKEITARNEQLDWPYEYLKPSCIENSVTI
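Hydroperoxide product was detected by ferrous iron/xylenol orange as the 573 to 405 nm absorbance ratio. Arachidonic acid at 40 uM (final) was turned over for 30 min at room temperature by 150 nM human 12hLO, pH 7.0 Hepes buffer, after 15 min compound preincubation.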
ERG-DNA inh = ERG Ets/DNA interaction inhibition. 370,000 tested, 0.028% active. Potency, µM (highest dose often 76.9 µM), without a hit: at the top dose FP activity, negative = inhibition, most hits filed as inhibitors. fluorescence polarization, His-ERG Ets domain / labelled DNA. AID 624246. P11308; active = well fitted inhibition curve with a large enough effect in the polarisation, with a control signal flat; inconclusive = small, poorly fitted or top-dose-only effect, or effect the other way, or a change in a side signal; inactive = no such curve, though single readings can be large or run the other way; the % refers to the polarisation;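 also: polarization taken with two DNA probes labelled with fluorescein and Texas red; potency is read from the fitted curve at half-maximal effect; % of control where 0% means no effect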
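His-tagged ERG Ets domain (1 uM in the protein solution; 300mM KCl, 50mM Tris-HCl, 1mM EDTA, 1mM DTT, pH 7.5) received compound, then a probe mix of 5 nM fluorescein-DNA and 100nM Texas-615-DNA. Fluorescence polarization was read for both dyes.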
D2 antagonist = antagonizes the human D2 dopamine receptor; 340,000 tested, 2% active; HEK293 TREx D2 cells, calcium flux, dopamine EC80; AID 485344; inhibition, % at 10 µM; P14416; in the data active = inhibition above about 30%; also: 0% is about no effect
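Calcium mobilization kinetics were recorded at 1 s intervals in tetracycline-induced HEK293 T-REx D2 cells, first for 180 s after compound addition and then 180 s after EC80 dopamine.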
LDHA block = inhibitors of human lactate dehydrogenase A; AID 1347041; 480,000 tested, 0.15% active; P00338; activity change, % (values are at about 110 or 230 µM); purified LDHA, NADH/diaphorase-resazurin fluorescence; hits give low values; in the data active = activity change below about -30%; inconclusive = mostly about -25% to -30%;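 also: plate controls were DMSO wells for no effect and wells without enzyme for full effect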
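Human LDH5 at 2 nM final in Tris HCl pH 7.4 with 0.06 mM NADH and 0.2 mM pyruvate, reacted 5 minutes at room temperature. Remaining NADH coupled via diaphorase/resazurin; resorufin fluorescence read at 0 and 20 minutes, normalized to enzyme-free and DMSO wells.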
Vif-APOBEC3G blk = Vif-A3G binding inhibition | Q9HC16 | HeLa A3G-eYFP + Vif (tagged APOBEC3G with the HIV-1 protein that degrades it), YFP fluorescence, overnight | Potency, µM (highest dose often 46.1 µM), for inactives: top-dose activity, negative = active, usual class: inhibitors | 410,000 tested, 0.076% active | AID 602310;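 also: potency is read from the fitted curve at half-maximal effect; % is scaled to controls: 0 for no effect and ±100 for the full control effect; nearly all actives have a fitted effect of over 60% in size; hits raise eYFP signal because A3G escapes Vif-driven loss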
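HeLa cells stably expressing Vif and C-terminally eYFP-tagged A3G, seeded overnight at 37 deg C, then exposed to compound by pintool overnight at 37 deg C. Rise in yellow fluorescence (Ex 488/Em 500-530, Acumen) marks blocked Vif-driven A3G degradation.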
The depositor's hits bear a star; u = inconclusive; x = not tested or not shown; & = joins results of further samples; [ ] = remark or other dose. Unless noted, calls follow the shape of the dose curve; as a rule, active = well fitted curve in the direction sought with a large enough effect; inconclusive = small, poorly fitted or top-dose-only effect, or another doubt; inactive = no such curve, though single readings can be large; an effect the other way counts as inactive or inconclusive. This is a subset, so the mix of outcomes need not match the whole.

(1) CN1C(=O)[C@H]2[C@@H](/C=C/c3ccccc3)N3C(=O)CN(CC4CC4)C(=O)[C@@]3(C)[C@H]2C1=O
(2) Cc1onc(-c2ccccc2Cl)c1C(=O)NC(=S)Nc1ccccc1C(N)=O
(3) O=C(O)c1ccc[n+](Cc2ccc([N+](=O)[O-])cc2)c1
(4) Cc1cccc(NC(=O)CN2C(=O)COc3ccc(S(=O)(=O)Nc4ccccc4)cc32)c1C
(5) COc1ccc(/C=N\Nc2ccccc2[N+](=O)[O-])c(C(=O)O)c1OC
(6) O=C(C[C@H]1C(=O)N(C2CCCCC2)C[C@@H]1Cc1ccccc1)Nc1ccccc1
(7) O=C(NCCN1CCOCC1)c1cc2ccccc2[nH]1
(8) COc1cc(OC)c(Nc2nc3ccccc3c3nncn23)cc1Cl

Screen / compound no.	1	2	3	4	5	6	7	8
D2 agonist	0.1	0.6	x	-0.2	-0.6	-0.4	x	0.9
Vif-A3F inh	1%	1%	9%	-26%	2%	-1%	-4%	2%
Glioma ERSR ind	-3%	0%	2%	-1%	3%	-2%&-1%	2%	-2%
RGS4 inhibitor	1%	-48%	22%	17%	3%[11.4 µM]	14%	-21%	0%
12-LOX inh	13%	u	u	-10%	-5%	-2%	4%	-18%
ERG-DNA inh	-2%	-8%	6%	5%	-2%	8%	-9%	0%
D2 antagonist	-5	0	x	x	-19	14	x	x
LDHA block	0	-1	-1	-1	4	-4	-4	5
Vif-APOBEC3G blk	-3%	-1%	-1%	-2%	3%	3%&-2%	1%	-2%

(9) CCOC(=O)N1CCC(n2c(SCC(=O)NCc3ccco3)nc3ccsc3c2=O)CC1
(10) COc1ccc(C(=O)NC(CCSC)C(=O)NC2CC2)cc1 (centres undefined)
(11) O=C1NC(c2cccc(OCc3ccccc3)c2)Nc2ccccc21 (centres undefined)
(12) COc1ccc(C(O)c2nc(-c3ccc(C)c(C)c3)cs2)cc1 (centres undefined)
(13) CC(C)NC(=O)C(=O)NCCC1CCCCN1S(=O)(=O)c1cccs1 (centres undefined)
(14) CC(C)C1Nc2ccc(S(=O)(=O)N3CCOCC3)cc2NC1=O (centres undefined)
(15) O=C(NC1CC(=O)N(c2ccc(F)cc2)C1)N1CCN(C(=O)c2ccco2)CC1 (centres undefined)
(16) CCCCOC(=O)c1ccccc1N1C(=O)C2C3CCC(C3)C2C1=O (centres undefined)

Screen / compound no.	9	10	11	12	13	14	15	16
D2 agonist	-1.0	0.1	x	x	0.2	2.2	0.8	-0.3
Vif-A3F inh	0%	-3%	-11%	x	3%	5%	2%	-1%
Glioma ERSR ind	-5%	0%	-3%	0%	-4%	-5%	-5%	-3%
RGS4 inhibitor	-5%	0%	3%	x	18%	3%	11%	30%
12-LOX inh	x	3%	u	-13%	8%	5%	5%	1%
ERG-DNA inh	-5%	14%	-3%	x	-6%	-11%	1%	-9%
D2 antagonist	4	-1	x	x	-9	-16	1	23
LDHA block	-5	-1	0	-1	-11	0	-7	-11
Vif-APOBEC3G blk	-1%	-10%	u	-7%	-1%	0%	1%	2%

(17) O=C1CCCc2nc(N3CCN(C(=O)c4ccco4)CC3)ncc21
(18) CC1=NNC(=O)C1CCC(=O)N/N=C\c1ccc(Cl)c(Cl)c1 (centres undefined)
(19) O=C(CN1CCN(S(=O)(=O)c2ccccc2)CC1)NC1CC1
(20) CCOC(=O)N(C)C[C@@H]1OCc2ccccc2-c2c(n(C)c3ccccc23)C(=O)N([C@H](C)CO)C[C@H]1C
(21) Cc1cccc(NC(=O)c2cc(S(=O)(=O)N3CCC4(CC3)OCCO4)ccc2F)c1
(22) Cn1c(SCc2nc3ccccc3[nH]2)nnc1-c1cnccn1
(23) Cc1[nH]n(-c2ccc(Cl)cc2)c(=O)c1/C=N/c1nnc(-c2ccccc2)s1
(24) O=[N+]([O-])c1ccccc1/C=C/C=N/n1c(-c2ccccc2)n[nH]c1=S

Screen / compound no.	17	18	19	20	21	22	23	24
D2 agonist	-0.3	0.5	0.1	x	0.0&-0.1	0.1	0.6	-2.4
Vif-A3F inh	-2%	0%	-18%	-7%	u	3%	5%	2%
Glioma ERSR ind	-5%	-1%	-2%	0%	-7%&-3%	4%	2%	0%
RGS4 inhibitor	-22%	-23%	-10%	x	-48%[56.9 µM]	-22%	-51%	u
12-LOX inh	-4%	0%	1%	-1%	28%&-23%	4%	-6%	u
ERG-DNA inh	17%	-5%	-9%	x	-2%&-7%	2%	2%	-13%
D2 antagonist	3	-7	7	x	3	-12	-5	16
LDHA block	0	0	-1	-9	-1&4	-5	-1	-8
Vif-APOBEC3G blk	-6%	1%	4%	-6%	2%&5%	0%	2%	-2%

(25) COc1cccc(-c2cc(C(=O)NCCc3ccccc3)no2)c1
(26) CC(=O)NCCCc1ccc(C(=O)COC(=O)CNC(=O)c2ccc3ccccc3c2)cc1
(27) CC1(C)CC(CCC(=O)Nc2ccc(S(N)(=O)=O)cc2)C(=O)O1 (centres undefined)
(28) c1ccc(-c2cn(-c3ccccc3)c3ncnc(N4CCCCC4)c23)cc1
(29) O=C(Oc1cccc2cccnc12)c1cccc(-n2cnnn2)c1
(30) O=C(CNC(=S)N(CCCN1CCOCC1)Cc1cccs1)NC1CC1
(31) CC(C)c1ccc(CNc2nc(-c3ccco3)nn2S(=O)(=O)c2ccc3ccccc3c2)cc1
(32) O=C(COc1ccc(C(=O)NCc2cccnc2)cc1)Nc1cccc(C(F)(F)F)c1

Screen / compound no.	25	26	27	28	29	30	31	32
D2 agonist	-0.8	x	0.5	0.4	1.4	1.4	-2.1	0.0
Vif-A3F inh	-9%	x	3%	5%	x	-1%	9%	-14%
Glioma ERSR ind	10%	0%	-1%	-6%	-4%	-3%	2%	-6%
RGS4 inhibitor	-12%	-1%	-14%	-16%	-17%	10%	22%	-2%
12-LOX inh	-15%	x	0%	3%	2%	-4%	3%	-6%
ERG-DNA inh	11%	x	-9%	2%	7%	-5%	0%	1%
D2 antagonist	13	x	-1	-11	-10	6	x	-6
LDHA block	-8	-1	-5	-3	6	-5	-2	-7
Vif-APOBEC3G blk	1%	6%	-1%	2%	1%	-1%	7%	1%

(33) Cn1cc(CN2CCC(n3nccc3NC(=O)CCOc3ccccc3)CC2)cn1
(34) O=C(Nc1cccc(Cl)c1N1CCCC1)c1cccc(-c2cc3ccccc3oc2=O)c1
(35) CCN(CC)c1ccc(CC(=O)NC(C)Cc2ccccc2)cc1 (centres undefined)
(36) COc1ccc(/C(=N\Nc2ccccc2C(=O)O)c2ccccc2)cc1
(37) COc1cc(Cl)ccc1OCc1cc(C(=O)NC2CCc3ccccc32)no1 (centres undefined)
(38) CCc1ccc(-n2c(Cc3ccccc3)nnc2SCc2nc(-c3cccs3)no2)cc1
(39) Cc1cccc(-c2nc(CN3CCCC(C(=O)NC4CCCCC4)C3)c(C)o2)c1 (centres undefined)
(40) CCN(CC(=O)NCc1cccs1)C(=O)/C=C/c1cc(Br)ccc1OC(F)F
(41) CCOc1ccc(S(=O)(=O)N2CCCCC2)cc1NC(=O)CN1C(=O)NC(CC)(c2ccccc2)C1=O (centres undefined)
(42) COC(=O)c1ccc(OCC(O)CN2CCN(C(=O)c3ccco3)CC2)cc1 (centres undefined)

Screen / compound no.	33	34	35	36	37	38	39	40	41	42
D2 agonist	0.0	-0.1	-0.4	-0.9	0.1	-1.1	0.4	0.0	-0.7	-0.5
Vif-A3F inh	-26%	-4%	-9%	1%	-4%	2%	0%	-11%	2%	1%
Glioma ERSR ind	-2%	1%	-1%	2%	-5%	-3%	-3%	0%	-3%	-7%
RGS4 inhibitor	34%	-2%	-16%	11%	5%	6%	6%	17%	-22%	2%
12-LOX inh	1%	-20%	1%	-12%	-9%	-28%	3%	3%	28%	-18%
ERG-DNA inh	6%	6%	-2%	19%	3%	9%	-7%	-1%	14%	-1%
D2 antagonist	-2	-21	-3	-13	-8	x	-7	6	5	11
LDHA block	-1	-2	4	4	1	-4	-5	-3	-7	-9
Vif-APOBEC3G blk	0%	-7%	1%	10%	0%	-3%	1%	-8%	1%	-7%
